Source: PubChem BioAssay
HCMV antiviral – qHTS Assay for inhibitors of the human cytomegalovirus (HCMV); HFF cells, HCMV-luciferase reporter, 72 h; stronger effect = lower value; activity change, negative = inhibition, % at 57.5 µM; actives 4.5% (n = 410,000); AID 1259415, 2018; in the data active = activity change below about -60%; inconclusive = no clear call, values can overlap the other calls; inactive = above about -39%
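Luciferase read-out from HCMV-luciferase-infected HFFs (MOI 1 PFU/cell) 72 h post infection at 37C; compounds added after 16 h cell attachment; activity normalized between buffer-only basal and Salinomycin (10uM) inhibitor controls.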
AMA1 RON2 block – qHTS for Inhibitors of AMA1-RON; Towards Development of Antimalarial Drug Lead: Primary Screen; Plasmodium falciparum AMA1 (3D7) - RON2 peptide interaction; actives 0.2% (n = 360,000); Potency, µM (highest dose often 58.2 µM), for the others: at the highest dose activity change, negative = inhibition, most hits filed as inhibitors; AlphaScreen AMA1-biotinylated RON2 peptide binding;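 note: potency is the fitted concentration of half-maximal effect; 0% = vehicle wells and -100% = peptide control; nearly all actives have a fitted effect of over 45% in size; some results filed as inactive show a strong effect at the top dose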
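AMA1 (3D7) with his tag at 25 nM final met compounds first, then biotinylated RON2 peptide at 25 nM; detection used donor plus acceptor beads, 10 µg/mL apiece, read by AlphaScreen after 30 min at room temperature.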
FBPA Giardia inh – qHTS Assay for Inhibitors of Fructose-1,6-bisphosphate Aldolase from Giardia Lamblia; purified Giardia FBPA; Potency, µM (doses to about 59.6 µM), for the others: at the highest dose activity, negative = inhibition, hits mostly inhibitors; actives 0.71% (n = 290,000); AID 2451, 2010; note: potency is the fitted concentration of half-maximal effect; nearly all actives have a fitted effect of over 55% in size
Target sequence (A8B2U2 whole entry, looked up): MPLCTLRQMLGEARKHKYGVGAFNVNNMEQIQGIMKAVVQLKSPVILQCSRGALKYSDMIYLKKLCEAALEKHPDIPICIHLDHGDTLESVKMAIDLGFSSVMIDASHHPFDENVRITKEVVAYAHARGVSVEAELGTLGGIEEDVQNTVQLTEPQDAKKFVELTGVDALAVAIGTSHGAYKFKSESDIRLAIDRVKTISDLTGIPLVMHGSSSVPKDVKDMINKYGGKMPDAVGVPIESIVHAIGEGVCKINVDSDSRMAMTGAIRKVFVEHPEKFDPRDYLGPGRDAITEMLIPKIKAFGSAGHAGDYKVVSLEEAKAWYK
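40 nM FBPA preincubated 10 min at RT with compound (up to 57.5 uM final), then substrate plus GAPDH/TPI/NAD/arsenate coupling and diaphorase/resazurin added. Fluorescence read after 20 min at RT, 525/598 nm.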
AmpC no deterg – qHTS Inhibitors of AmpC Beta-Lactamase (assay without detergent) | P00811 | AmpC nitrocefin hydrolysis, absorbance 480 nm, 0.0001% Triton | Potency, µM (doses to about 57.1 µM), inactives show at the highest dose activity change, negative = inhibition, usual class: inhibitors | actives 0.52% (n = 330,000);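 note: potency is the fitted concentration of half-maximal effect; plate controls were no compound for no effect and no enzyme for full effect; nearly all actives have a fitted effect of over 20% in size; some results filed as inactive show a strong effect at the top dose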
Target sequence (P00811 whole entry, looked up): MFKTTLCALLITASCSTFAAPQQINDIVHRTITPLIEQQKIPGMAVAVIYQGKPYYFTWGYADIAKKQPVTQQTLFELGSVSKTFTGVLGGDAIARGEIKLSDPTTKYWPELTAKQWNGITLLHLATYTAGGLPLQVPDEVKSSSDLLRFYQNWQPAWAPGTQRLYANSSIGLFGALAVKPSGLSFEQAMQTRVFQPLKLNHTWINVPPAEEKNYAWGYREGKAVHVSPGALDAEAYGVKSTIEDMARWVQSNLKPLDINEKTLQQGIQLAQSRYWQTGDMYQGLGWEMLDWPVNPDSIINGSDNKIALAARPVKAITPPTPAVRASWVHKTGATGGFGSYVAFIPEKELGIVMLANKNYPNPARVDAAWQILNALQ
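20 mM phosphate pH 7.0 + 0.01% (detergent screen) or 0.0001% Triton X-100; 5.3 nM AmpC reagent; cpd preinc 15 min RT; nitrocefin (800 uM stock) to start; A480 q20 s × 4 min; Activity was normalised to no-enzyme and no-compound control wells.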
AmpC detergent – qHTS Inhibitors of AmpC Beta-Lactamase (assay with detergent) | P00811 | AmpC hydrolysis of nitrocefin, absorbance 480 nm, 0.01% Triton | Potency, µM (titrated, usually from 114 µM), without a hit: top-dose activity change, negative = inhibition, actives largely listed as inhibitors | actives 0.041% (n = 370,000);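 note: potency is the fitted concentration of half-maximal effect; 0% = no-compound wells and -100% = no-enzyme wells; nearly all actives have a fitted effect of over 25% in size; some results filed as inactive show a strong effect at the top dose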
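20 mM phosphate pH 7.0 + 0.01% (detergent screen) or 0.0001% Triton X-100; 5.3 nM AmpC reagent; cpd preinc 15 min RT; nitrocefin (800 uM stock) to start; A480 q20 s × 4 min; Activity was normalised to no-enzyme and no-compound control wells.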
Sm TGR block – qHTS Assay for the Inhibitors of Schistosoma Mansoni Peroxiredoxins; purified TGR, DTNB reduction, TNB absorbance 405 nm; Potency, µM (series often up to 114 µM), for inactives: at the top dose activity change, negative = inhibition, most hits filed as inhibitors; actives 3% (n = 360,000); note: potency is the fitted concentration of half-maximal effect; nearly all actives have a fitted effect of over 60% in size
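TGR 20 nM + NADPH 100 uM (dispensed conc.), cpd preinc 15 min RT; start with NADPH (500 uM addition) then DTNB (15 mM addition). Kinetic TNB absorbance, 405 nm filter. Four-parameter Hill fit across titration.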
Numbers without * were called inactive; [ ] = dose if it differs, or a comment. Unless noted, calls come from the whole dose curve; as a rule, active = well fitted curve in the direction sought with a large enough effect; inconclusive = small, poorly fitted or top-dose-only effect, or another doubt; inactive = no such curve, though single readings can be large; an effect the other way counts as inactive or inconclusive. Unless noted, % is set by controls: 0 for no effect and ±100 for the full control effect.

Preview (4 entries):
Results for CC(C)(C)[C@]1(O)C[C@@H]2OC(=O)C[C@@]23C(=O)O[C@@H]2OC(=O)[C@@H](O)C213 (stereo partly specified) ?
HCMV antiviral: 1; AMA1 RON2 block: 14%; AmpC no deterg: -10%

Results for O=C(O)c1c[nH]c2ccc(S(=O)(=O)N3CCN(c4ccc(F)cc4)CC3)cc2c1=O ?
HCMV antiviral: 14; AMA1 RON2 block: 9%; FBPA Giardia inh: -30%; AmpC no deterg: 21%; AmpC detergent: inconclusive; Sm TGR block: 2%

Results for C=CCO/N=C/C1=C(O)C(C(=O)OC)C(C)(C)CC1=O (stereo unspecified) ?
HCMV antiviral: -7; AMA1 RON2 block: -9%; FBPA Giardia inh: -29%; AmpC no deterg: -7%; AmpC detergent: 2%; Sm TGR block: 4%[57.1 µM]

How did CCCN(C(=O)CSc1ccccc1C(=O)O)C1CCS(=O)(=O)C1 (stereo unspecified) do in these assays?
HCMV antiviral: -5; AMA1 RON2 block: -8%; AmpC no deterg: -10%

This part in full, repeating the preview:
Results for CC(C)(C)[C@]1(O)C[C@@H]2OC(=O)C[C@@]23C(=O)O[C@@H]2OC(=O)[C@@H](O)C213 (stereo partly specified) ?
HCMV antiviral: 1; AMA1 RON2 block: 14%; AmpC no deterg: -10%

Results for O=C(O)c1c[nH]c2ccc(S(=O)(=O)N3CCN(c4ccc(F)cc4)CC3)cc2c1=O ?
HCMV antiviral: 14; AMA1 RON2 block: 9%; FBPA Giardia inh: -30%; AmpC no deterg: 21%; AmpC detergent: inconclusive; Sm TGR block: 2%

Results for C=CCO/N=C/C1=C(O)C(C(=O)OC)C(C)(C)CC1=O (stereo unspecified) ?
HCMV antiviral: -7; AMA1 RON2 block: -9%; FBPA Giardia inh: -29%; AmpC no deterg: -7%; AmpC detergent: 2%; Sm TGR block: 4%[57.1 µM]

How did CCCN(C(=O)CSc1ccccc1C(=O)O)C1CCS(=O)(=O)C1 (stereo unspecified) do in these assays?
HCMV antiviral: -5; AMA1 RON2 block: -8%; AmpC no deterg: -10%

How did Cc1ccc(C(=O)Nc2cccc3[nH]c(C(F)(F)F)nc23)cc1 do in these assays?
HCMV antiviral: -96*; AMA1 RON2 block: 7%; FBPA Giardia inh: inconclusive; AmpC no deterg: -19%; AmpC detergent: -1%; Sm TGR block: 0%

How did CCOC(=O)c1cc(S(=O)(=O)NCc2cccc(Cl)c2)[nH]n1 do in these assays?
HCMV antiviral: 9; AmpC detergent: -3%; Sm TGR block: -13%

What do the screens show for `CCCNc1c(NS(=O)(=O)c2ccc(OC)c(OC)c2)c(=O)oc2ccccc12`?
AMA1 RON2 block: -1%; AmpC no deterg: -16%; AmpC detergent: 3%; Sm TGR block: -10%

What do the screens show for `CC(C)c1ccc(CN(Cc2ccco2)c2cnc(S(C)(=O)=O)nc2C(=O)Nc2ccc(F)cc2)cc1`?
HCMV antiviral: 2; AmpC detergent: 12%; Sm TGR block: -4%

Results for COc1cc2ccccc2cc1C(=O)N1CCN(c2nc3c(F)cccc3s2)CC1 ?
HCMV antiviral: -1; AmpC detergent: 1%; Sm TGR block: 10%

How did COc1ccc(C2C3=C(CC(C)(C)CC3=O)Oc3ncn(Cc4ccccc4)c(=N)c32)cc1 (stereo unspecified) do in these assays?
HCMV antiviral: inconclusive; AMA1 RON2 block: inconclusive; FBPA Giardia inh: -3%; AmpC no deterg: 37%; AmpC detergent: inconclusive; Sm TGR block: 8%

How did CCOC(=O)c1cc(-c2ccc(Cl)cc2)nc2c1c(C)nn2CCC#N do in these assays?
HCMV antiviral: -26; AMA1 RON2 block: -9%; FBPA Giardia inh: -10%; AmpC no deterg: -3%; AmpC detergent: 9%; Sm TGR block: 8%

Results for O=C1CC(c2cccc(Br)c2)C2=C(COC2=O)N1 (stereo unspecified) ?
HCMV antiviral: -34; AMA1 RON2 block: -14%; FBPA Giardia inh: -2%; AmpC no deterg: -42%; AmpC detergent: -5%; Sm TGR block: -1%

Results for Cn1c(=O)c2c(nc(Sc3ncnn3CC(=O)NC(C)(C)C)n2C)n(C)c1=O ?
HCMV antiviral: -31; AMA1 RON2 block: 2%; FBPA Giardia inh: 1%; AmpC no deterg: -12%; AmpC detergent: 1%

What do the screens show for `C[C@@H]1O[C@@H](OC[C@@H]2O[C@H](Oc3c(-c4ccc(O)cc4)oc4cc(O)cc(O)c4c3=O)[C@@H](O)[C@H](O)[C@H]2O)[C@H](O)[C@H](O)[C@H]1O`?
HCMV antiviral: -20; AMA1 RON2 block: 3%; AmpC no deterg: -2%

How did O=C(N/C=C/c1ccco1)OCc1ccccc1 do in these assays?
HCMV antiviral: -12; AMA1 RON2 block: 12%; FBPA Giardia inh: -4%; AmpC no deterg: -27%; AmpC detergent: -13%; Sm TGR block: 45µM*

What do the screens show for `NS(=O)(=O)c1ccc(CCN2C(=O)/C(=C\c3ccc(Cl)cc3)SC2=S)cc1`?
HCMV antiviral: -101*; AMA1 RON2 block: -9%; FBPA Giardia inh: 0%; AmpC no deterg: -27%; AmpC detergent: inconclusive; Sm TGR block: -2%

How did O=C(Cc1ccc(S(=O)(=O)N2CCOCC2)s1)NCCOc1ccccc1F do in these assays?
HCMV antiviral: 2; AMA1 RON2 block: 8%; AmpC no deterg: -28%; AmpC detergent: inconclusive; Sm TGR block: 5%

What do the screens show for `CC(CN1CCOCC1)OC(=O)c1ccccc1Cl` (stereo unspecified)?
HCMV antiviral: -24; AMA1 RON2 block: -11%; FBPA Giardia inh: inconclusive; AmpC no deterg: -5%; AmpC detergent: -10%; Sm TGR block: -10%

What do the screens show for `CCC(C)NS(=O)(=O)c1ccc(N2CCCCS2(=O)=O)cc1` (stereo unspecified)?
HCMV antiviral: 0; AmpC detergent: 15%; Sm TGR block: 2%

What do the screens show for `CCOc1cc(N2CCOCC2)c(OCC)cc1NC(=O)COC(=O)CCOc1ccc(C)cc1`?
HCMV antiviral: -11; AMA1 RON2 block: -16%; AmpC no deterg: 14%; AmpC detergent: inconclusive; Sm TGR block: inconclusive

Results for COc1ccc(OCC(O)CN2C(=O)c3ccccc3S2(=O)=O)cc1 (stereo unspecified) ?
HCMV antiviral: 11; AMA1 RON2 block: 0%; FBPA Giardia inh: 3%; AmpC no deterg: -32%; AmpC detergent: inconclusive; Sm TGR block: 14%[11.4 µM]

How did Cc1cccc(Nc2nc(N)c([N+](=O)[O-])c(N3CCOCC3)n2)c1 do in these assays?
HCMV antiviral: 21; AMA1 RON2 block: -21%; FBPA Giardia inh: -2%; AmpC no deterg: -27%; AmpC detergent: inconclusive; Sm TGR block: -14%

Results for O=C(Nc1ccc(N2CCOCC2)c(Cl)c1)c1ccccc1Cl ?
HCMV antiviral: -36; AMA1 RON2 block: -4%; FBPA Giardia inh: -16%; AmpC no deterg: -2%; AmpC detergent: -5%; Sm TGR block: 17%

Results for CC(C)c1ccc(OCC(=O)N(c2ccccn2)C2CCCCC2)cc1 ?
HCMV antiviral: -8; AMA1 RON2 block: -17%; FBPA Giardia inh: -2%; AmpC no deterg: 16%; AmpC detergent: inconclusive; Sm TGR block: -2%

How did O=C(CSc1nnnn1-c1cccnc1)Nc1cccc(Cl)c1 do in these assays?
HCMV antiviral: 0; AMA1 RON2 block: -5%; FBPA Giardia inh: 8%; AmpC no deterg: -4%; AmpC detergent: 5%; Sm TGR block: 11%

How did CC(C)(C)c1nnc(NS(=O)(=O)c2ccc([N+](=O)[O-])cc2)s1 do in these assays?
HCMV antiviral: -12; AMA1 RON2 block: -1%; FBPA Giardia inh: inconclusive; AmpC no deterg: -45%; AmpC detergent: inconclusive; Sm TGR block: -2%

What do the screens show for `Cc1nc(CN(C)C(=O)c2cc(COc3ccc4ncccc4c3)on2)cs1`?
HCMV antiviral: -65*; AMA1 RON2 block: 13%; FBPA Giardia inh: -2%; AmpC no deterg: 25%; AmpC detergent: 5%

What do the screens show for `O=C(c1ccc(Cl)cc1)N1CCCCC1CCN1CCOCC1` (stereo unspecified)?
HCMV antiviral: 44; AmpC detergent: 2%; Sm TGR block: -3%

How did CCOc1ccc(NC(=O)CC2C(=O)N(c3ccc(OC)cc3)C(=O)N2Cc2ccc(OC)cc2)cc1 (stereo unspecified) do in these assays?
HCMV antiviral: 14; AMA1 RON2 block: -2%; FBPA Giardia inh: 0%; AmpC no deterg: 42%; AmpC detergent: 4%; Sm TGR block: -5%

How did c1ccc(Cc2noc(CN3CCC(CN4CCOCC4)CC3)n2)cc1 do in these assays?
HCMV antiviral: -31; AMA1 RON2 block: 0%; FBPA Giardia inh: 2%; AmpC no deterg: -1%; AmpC detergent: -8%; Sm TGR block: -2%

Results for CCSc1nnc(NC(=O)C2CSC3(C)CCC(=O)N23)s1 (stereo unspecified) ?
HCMV antiviral: 30; AMA1 RON2 block: 9%; AmpC no deterg: -16%

Results for CCc1c(C#N)c(N)nc(SCC(=O)OCc2ccccc2)c1C#N ?
HCMV antiviral: -2; AMA1 RON2 block: -10%; FBPA Giardia inh: 3%; AmpC no deterg: -12%; AmpC detergent: -13%; Sm TGR block: 0%

Results for COc1ccc(Cc2nnc(NC(=O)c3ccc(OC)c(OC)c3)s2)cc1 ?
HCMV antiviral: -20; AMA1 RON2 block: 1%; FBPA Giardia inh: 5%; AmpC no deterg: 19%; AmpC detergent: -16%; Sm TGR block: 5%

How did COCCNC(=O)CNS(=O)(=O)c1ccc2nc(C)sc2c1 do in these assays?
HCMV antiviral: 7; AMA1 RON2 block: -1%; FBPA Giardia inh: 7%; AmpC no deterg: -15%; AmpC detergent: 0%; Sm TGR block: 0%

How did COCCCNC(=O)CN(c1ccc(OC)cc1)S(=O)(=O)c1ccc(NC(C)=O)cc1 do in these assays?
HCMV antiviral: -33; AMA1 RON2 block: -4%; FBPA Giardia inh: 0%; AmpC no deterg: -4%; AmpC detergent: 6%; Sm TGR block: -1%

How did CCN1C(=O)/C(=C\N(C)C)c2ccccc21 do in these assays?
HCMV antiviral: 33; AMA1 RON2 block: 4%; FBPA Giardia inh: 1%; AmpC no deterg: -2%; AmpC detergent: 2%; Sm TGR block: -5%

How did Cc1ccc(/C=N/N2CCOCC2)s1 do in these assays?
HCMV antiviral: 79; AMA1 RON2 block: 14%; FBPA Giardia inh: -3%; AmpC no deterg: -14%; AmpC detergent: -9%; Sm TGR block: 0%

How did Cn1c(N)c(C(=O)COC(=O)COc2ccccc2Cl)c(=O)n(C)c1=O do in these assays?
HCMV antiviral: inconclusive; AMA1 RON2 block: -11%; AmpC no deterg: -3%; AmpC detergent: 0%; Sm TGR block: -4%

How did CCC(CC)c1nnc(NC(=O)CSCC(=O)Nc2cc(C)on2)s1 do in these assays?
HCMV antiviral: -9; AMA1 RON2 block: 18%; AmpC no deterg: -29%; AmpC detergent: -12%; Sm TGR block: 1%
